# Source: PubChem (several laboratories)
# NOD2-RIPK2 inh – NOD2-RIPK2 protein interaction inhibition | O43353 | 360,000 tested, 0.38% active | AID 624267 | inhibition, % at 4.98 µM | CHO BLA complementation NOD2-RIPK2, CCF4 ratio; in the data active means inhibition above about 21%;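 further: 0% = vehicle only and 100% = reference blocker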
# ABHD5-PLIN5 inh – inhibitors of human ABHD5-perilipin-5 interaction. Q00G26+Q8WTS1. Split G. princeps luciferase complementation, luminescence, 4 h. inhibition, % at 4 µM. 360,000 tested, 0.78% active;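 active means inhibition above the mean inhibition across every tested compound plus 3 SD, cut at about 22% in these data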;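 further: 0% = DMSO only wells and the 100% control is not disclosed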
# TLR9-MyD88 inh – blocks human TLR9 binding to MyD88 | Q9NR96+Q99836 | 340,000 tested, 0.21% active | inhibition, % at 4.98 µM | CHO BLA complementation TLR9-MyD88, CCF4 FRET ratio;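 active means inhibition above the mean over all tested compounds plus 3 SD, cut at about 21% in these data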;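 further: 0% = DMSO only wells and 100% = clavulanate BLA inhibitor control wells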
# NCOA1 inh – inhibitors of human steroid receptor coactivator 1 (SRC1); HEK293 GAL4-SRC1 luciferase reporter, luminescence; inhibition, % at 3.6 µM; Q15788; 360,000 tested, 0.12% active; AID 588354;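 active means inhibition above the campaign mean plus 3 SD, with each screening campaign given its own cutoff, cut at about 60% in these data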;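 further: 0% = DMSO treated cells and 100% = gossypol at 36 µM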
# NCOA2 inhibitor – human SRC2 (NCOA2) inhibition; 370,000 tested, 0.17% active; HEK293 GAL4-SRC2 luciferase reporter, luminescence; Q15596; inhibition, % at 9 µM;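 active means inhibition above the mean inhibition of all tested compounds plus 3 SD, set per campaign, cut at about 52% in these data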;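 further: 0% = DMSO treated cells and 100% = cells given Gossypol at 36 µM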
# Target sequence (Q15596 whole entry, looked up, the tested form may be a part): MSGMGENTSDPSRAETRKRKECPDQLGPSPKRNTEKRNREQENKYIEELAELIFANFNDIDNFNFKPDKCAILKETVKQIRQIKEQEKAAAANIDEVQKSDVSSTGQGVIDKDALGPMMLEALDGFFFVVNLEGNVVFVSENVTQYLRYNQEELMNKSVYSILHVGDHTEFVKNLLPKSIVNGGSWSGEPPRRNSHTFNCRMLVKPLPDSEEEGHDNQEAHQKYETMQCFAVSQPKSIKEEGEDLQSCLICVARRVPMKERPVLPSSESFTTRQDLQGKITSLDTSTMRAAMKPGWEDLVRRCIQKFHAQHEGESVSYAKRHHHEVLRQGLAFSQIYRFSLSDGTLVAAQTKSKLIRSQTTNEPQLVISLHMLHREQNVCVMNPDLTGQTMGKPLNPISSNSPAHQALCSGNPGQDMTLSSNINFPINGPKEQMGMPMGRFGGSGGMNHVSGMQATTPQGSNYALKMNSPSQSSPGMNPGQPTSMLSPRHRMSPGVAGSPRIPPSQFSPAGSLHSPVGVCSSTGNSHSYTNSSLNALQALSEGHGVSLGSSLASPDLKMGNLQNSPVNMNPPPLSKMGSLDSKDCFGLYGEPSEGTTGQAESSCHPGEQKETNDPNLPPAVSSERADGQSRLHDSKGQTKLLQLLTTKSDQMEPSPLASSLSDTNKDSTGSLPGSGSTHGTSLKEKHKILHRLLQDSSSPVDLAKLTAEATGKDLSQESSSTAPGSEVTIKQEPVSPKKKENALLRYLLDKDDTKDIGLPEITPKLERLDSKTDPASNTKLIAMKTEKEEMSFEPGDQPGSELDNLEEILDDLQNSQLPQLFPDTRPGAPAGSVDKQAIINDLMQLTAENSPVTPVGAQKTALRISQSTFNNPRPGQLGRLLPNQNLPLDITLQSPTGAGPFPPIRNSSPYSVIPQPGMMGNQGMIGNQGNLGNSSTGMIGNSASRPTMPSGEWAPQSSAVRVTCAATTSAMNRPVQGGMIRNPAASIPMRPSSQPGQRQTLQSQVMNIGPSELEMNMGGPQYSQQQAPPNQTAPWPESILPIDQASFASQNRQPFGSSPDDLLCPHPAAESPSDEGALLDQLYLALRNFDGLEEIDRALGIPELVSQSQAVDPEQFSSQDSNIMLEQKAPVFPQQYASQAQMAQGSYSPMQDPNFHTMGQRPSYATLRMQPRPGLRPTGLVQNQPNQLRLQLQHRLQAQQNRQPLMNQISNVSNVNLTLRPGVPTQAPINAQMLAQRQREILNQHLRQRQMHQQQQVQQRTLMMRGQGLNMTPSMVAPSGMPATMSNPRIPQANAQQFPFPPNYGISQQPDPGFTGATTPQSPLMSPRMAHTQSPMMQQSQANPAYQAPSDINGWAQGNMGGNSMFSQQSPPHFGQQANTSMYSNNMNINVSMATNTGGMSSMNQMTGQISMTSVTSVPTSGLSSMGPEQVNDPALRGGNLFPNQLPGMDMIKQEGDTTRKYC
# Exocytosis inh – blocks lytic granule exocytosis | TALL-104 LAMP-1 surface exposure, flow cytometry; cells stimulated with thapsigargin and PMA | inhibition, % at 10 µM | 360,000 tested, 0.66% active;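 active means inhibition above about 55%, limit read from the data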
# SRC3 inh – human NCOA3 inhibition; Q9Y6Q9; HEK293 GAL4-SRC3 luciferase reporter, luminescence; inhibition, % at 3.6 µM; 360,000 tested, 0.17% active; AID 588352;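 active means inhibition above a per-campaign cutoff, the mean of all compounds plus 3 SD, cut at about 60% in these data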;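 further: 0% = DMSO-treated cells and 100% = gossypol-treated cells at 36 µM; higher means less SRC3-driven luciferase light from the GAL4 reporter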
# TROY signal inh – inhibitors of TROY-dependent NF-kB signaling | AID 1347056 | inhibition, % at 10 µM | Q293 LMP1-TROYcd NF-kB luciferase reporter, 4 h | 360,000 tested, 0.98% active;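 active means compounds whose plate-normalised and pattern-corrected inhibition of the luciferase reporter signal at the single screening dose is 50% or more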
# TWEAK Fn14 block – TWEAK-Fn14 signaling inhibition. TWEAK-stimulated Fn14 reporter cells, luciferase luminescence, 8 h. inhibition, % at 10 µM. 360,000 tested, 2% active; in the data active means inhibition above about 50%
# COUP-TFII inh – blocks human COUP-TFII nuclear receptor | HEK293T NGFI-A luciferase reporter, luminescence | P24468 | inhibition, % at 8.6 µM | 370,000 tested, 0.7% active | AID 686940;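 active means inhibition above a per-plate cutoff, mean inhibition of test wells between control levels plus 3 SD, cut at about 38% in these data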;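 further: cells cotransfected with COUP-TFII expression vector driving the NGFI-A reporter; 0% = median of COUP-TF2 test wells and 100% = reporter-only cells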
# NR5A2 inv ag – inverse agonists of human LRH-1 (NR5A2). HEK293T StAR-luciferase reporter, LRH-1 transfected, 24 h. inhibition, % at 3.6 µM. 360,000 tested, 0.13% active;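 active means inhibition above the mean inhibition of all tested compounds plus 3 SD, cut at about 73% in these data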;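 further: 0% = DMSO wells and 100% = reporter-only cells lacking LRH-1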
# * marks the source's active call; other numbers are inactive results; nt = no result given.
SMILES,NOD2-RIPK2 inh,ABHD5-PLIN5 inh,TLR9-MyD88 inh,NCOA1 inh,NCOA2 inhibitor,Exocytosis inh,SRC3 inh,TROY signal inh,TWEAK Fn14 block,COUP-TFII inh,NR5A2 inv ag
O=C(CSc1nnc(-c2cccs2)n1C1CC1)NCC1CCCO1 (stereo unspecified),9,4,0,-1,9,2,11,-9,6,10,-20
Cc1cc(C)cc(-n2c(SCC(=O)Nc3cccc(S(=O)(=O)NC4=NCCCCC4)c3)nc3ccccc3c2=O)c1,-1,-1,-10,-8,-16,5,-10,15,16,-1,6
Cc1ccc(-n2c3c(cc(C(=O)NCCCN4CCOCC4)c2=O)C(=O)CC(C)(C)C3)cc1,-4,4,0,2,5,2,-5,-10,1,-11,6
O=C(NCc1ccco1)C(c1ccccc1F)N(CC1CCCO1)C(=O)Cn1nnc2ccccc21 (stereo unspecified),-2,-3,0,2,-22,-2,11,-13,-5,3,-4
COc1cccc(-c2nc(NCc3ccco3)c3ccccc3n2)c1O,-5,-2,9,-22,-20,-2,-10,-36,-21,1,-1
COc1cc(S(=O)(=O)NCC2CCCO2)c(OC)cc1Cl (stereo unspecified),-3,12,-7,5,10,-7,-1,5,2,2,-19
O=C(CCOc1ccccc1)Nc1ccc(Br)cc1,-1,2,-3,-58,-19,13,-48,-38,-9,-39,-91
O=c1[nH]c(=S)[nH]cc1Oc1ccccc1,-4,-4,-9,1,-12,-22,-10,2,-1,-3,-17
Cc1n[nH]c(=O)c2c1nnn2Cc1ccc(F)cc1,-12,4,0,-3,4,18,5,16,-14,3,1
NC(=S)N/N=C\c1c2ccccc2cc2ccccc12,0,-3,-9,0,-23,65*,-25,-19,-21,-8,9
COc1ccc([C@H]2CC(=O)C=C(c3ccc(C)c([N+](=O)[O-])c3)C2)cc1,4,4,11,-55,-47,-2,-32,-38,-23,-20,-51
O=C1NC[C@H](c2ccccc2)N(CCCCC2CCCCC2)C1=O,-11,1,nt,nt,-20,4,nt,2,-2,4,-8
CC1CC(C)CN(C(=O)CSCC(=O)O)C1 (stereo unspecified),-8,6,-9,6,-1,2,5,-4,0,-8,-4
CCN(CC)CCCNC(=S)Nc1ccc(Br)cc1,-9,1,7,-19,-3,20,-6,10,6,1,-27
O=C(OCN1C(=O)c2ccccc2C1=O)c1cccc(S(=O)(=O)N2CCOCC2)c1,-6,4,-6,-8,11,0,12,-9,8,9,10
O=C(Cc1ccccc1Cl)Nc1ccc(S(=O)(=O)N2CCOCC2)cc1,-7,-9,-9,3,8,-8,-25,9,-14,-1,-2
CCc1nc2nc(C)cc(Nc3cccc(C(F)(F)F)c3)n2n1,-2,-4,-9,-3,-2,-1,9,-26,-3,-6,10
CC(C)COc1ccc(C/C(N)=N/n2cnnc2)cc1,3,-2,-8,-41,35,-3,22,10,-2,39*,8
CCOC(=O)c1c(C(F)(F)F)cc(-c2ccc(F)cc2)nc1C,0,1,-5,2,-1,0,18,15,12,-15,-2
Cn1c(=O)c2cnc(-c3ccc(C(F)(F)F)cc3)nc2n(C)c1=O,-6,-1,4,22,-11,0,19,0,12,8,-2
Cc1ccccc1-n1nc2c(c1NC(=O)C(C)C)CS(=O)(=O)C2,-4,-1,-6,-27,-26,8,-5,-5,18,-3,-7
COC(=O)Nc1ccc(S(=O)(=O)N(C)C)cc1,-6,-2,-6,5,-10,-2,9,-14,10,12,-4
O=C(NCCCO)C12CC3CC(CC(C3)C1)C2,-3,7,4,4,-3,2,14,-4,-3,-10,-3
O=C(CC1SCCNC1=O)Nc1ccc(Cl)c(Cl)c1 (stereo unspecified),-7,1,-9,-12,-64,-2,-7,-29,-14,-6,-15
COc1ccc(N/N=C2/CCCCC2=O)cc1,-17,-2,-11,18,-1,0,40,-31,-19,-8,4
CCCCCn1c2c(c(=N)c3ccccc31)CCC2,-13,-3,-4,34,25,12,50,15,4,66*,61
Cc1ccc(NCSc2ccc(Cl)cc2)cc1,0,-3,0,-57,-36,-6,-68,-67,-31,-17,-98
O=C(Nc1ccc2c(c1)nc1n2CCOC1)c1ccccc1,0,3,-13,-71,-41,-1,-50,-29,-13,-43,-79
O=C(CNC(=O)c1ccccc1F)N/N=C/c1cn[nH]c1-c1ccccc1,-6,-3,0,-11,2,-4,-8,-3,2,-21,-5
Cc1c(Br)c(C(=O)N2CCc3ccccc32)nn1C,4,8,4,-47,-49,3,-32,-53,-26,-30,-100
COCCNC(=O)C1(C)CCN(C(=O)c2oc3ccccc3c2C)C1 (stereo unspecified),8,1,nt,-3,2,8,-26,-14,3,18,-8
CCCOc1ccc(C2/C(=C(/O)c3ccc(F)cc3)C(=O)C(=O)N2CCCN(C)C)cc1 (stereo unspecified),7,6,-2,2,-1,-5,-15,-22,-6,-6,-5
N#Cc1c(N)nc(SCc2ccccn2)c(C#N)c1-c1cccs1,5,9,3,-20,-6,37,6,42,-26,-24,9
Cc1ccc(S(=O)(=O)N2CCN(C(=O)COC(=O)c3nc(Cl)ccc3Cl)CC2)c(C)c1,-5,2,-12,-5,4,-2,0,-1,-4,-11,5
CSc1ccccc1NC(=O)COc1ccccc1C,8,-4,-8,-2,-29,-1,-16,-61,-36,9,-26
O=C(Cc1cccs1)N1CCCC(c2nc3c(nnn3Cc3cccc(Cl)c3)c(=O)[nH]2)C1 (stereo unspecified),-1,7,-3,5,nt,1,13,-7,2,nt,32
Cc1ccc(S(=O)(=O)N2CCC(C(=O)N/N=C/c3ccncc3)CC2)cc1,-3,4,2,-3,3,-3,15,-1,-3,-13,1
COc1ccc(N2CCN(S(=O)(=O)c3cnc[nH]3)CC2)cc1,-6,-2,2,-10,13,-2,2,16,-4,5,3
CC(C)=CCc1c(O)c(CC=C(C)C)c2occ(-c3ccc(O)cc3)c(=O)c2c1O,6,-12,9,-18,-10,10,-6,7,13,3,3
CN(C)S(=O)(=O)c1ccc(Cl)c(NC(=O)COc2ccccc2[N+](=O)[O-])c1,-12,1,6,-12,-6,0,31,-2,2,-40,7

# An excerpt of these results, with two lines to a compound.
# Values run as follows: NOD2-RIPK2 inh | ABHD5-PLIN5 inh | TLR9-MyD88 inh | NCOA1 inh | NCOA2 inhibitor | Exocytosis inh | SRC3 inh | TROY signal inh | TWEAK Fn14 block | COUP-TFII inh | NR5A2 inv ag
CSc1ccccc1NC(=O)COc1ccccc1C
→ 8 | -4 | -8 | -2 | -29 | -1 | -16 | -61 | -36 | 9 | -26
O=C(Cc1cccs1)N1CCCC(c2nc3c(nnn3Cc3cccc(Cl)c3)c(=O)[nH]2)C1 (stereo unspecified)
→ -1 | 7 | -3 | 5 | nt | 1 | 13 | -7 | 2 | nt | 32

# Further records:
SMILES,NOD2-RIPK2 inh,ABHD5-PLIN5 inh,TLR9-MyD88 inh,NCOA1 inh,NCOA2 inhibitor,Exocytosis inh,SRC3 inh,TROY signal inh,TWEAK Fn14 block,COUP-TFII inh,NR5A2 inv ag
CCN(Cc1ccccc1)C(=O)C1CCN(C/C(C)=C/c2ccccc2)CC1,-6,3,4,-7,12,-4,11,-2,2,3,17
O=C(CC1CCCC1)N1CCCC(Nc2cccc(F)c2)C1 (stereo unspecified),-2,12,-5,9,-40,-1,-6,-2,1,-17,-4
CCCCOCCCNC(=O)N[C@H](C(=O)OC)C(C)C,6,1,1,0,-14,2,5,nt,27,3,7
CC(C)C[C@H](NC(=O)c1nc[nH]c1C(=O)N1CCc2ccccc2C1)C(=O)OCc1ccccc1,-2,-4,2,-2,-16,12,-9,2,-11,-6,-19
CCCNC(=O)Cn1cnc2sc(C(=O)N3CCN(Cc4ccc5c(c4)OCO5)CC3)c(C)c2c1=O,-3,0,8,-10,16,-5,9,15,-20,17,12
O=C(COC(=O)c1cccnc1Cl)NC12CC3CC(CC(C3)C1)C2,-6,4,-8,3,-43,-5,-4,-57,-23,-12,0
CC1(C)CC(=O)C=C(c2cccc3c2sc2ccccc23)C1,0,-2,-6,-31,-34,-4,-33,-43,-30,-24,-12
O=C(c1cc2ccccc2o1)N1CCN=C1SCc1cccnc1,2,2,1,-2,9,-1,-2,-12,12,-9,-1
CCCn1c(=O)cc(N)n(-c2ccc(OC(F)(F)F)cc2)c1=O,2,-2,15,1,-25,2,-9,0,8,-10,1
O=C(CSc1ccc2c(c1)OCCO2)NC(=O)NC1CCCC1,4,-8,5,-4,-5,2,1,2,-4,1,-8
CN(CC(=O)Nc1cccc(F)c1)C(=O)c1ccc(COc2ccccc2)cc1,14,3,2,3,-5,1,-25,-49,-16,-25,-4
Cc1cc(NC(=O)c2ccc(Cl)cc2)ccc1NC(=O)c1ccccc1Cl,-5,-4,2,-4,-21,25,-6,-20,10,-18,-10
O=C(NCc1ccco1)C1CCN(C(=O)c2cc3sccc3n2Cc2ccc(Cl)cc2)CC1,-7,22,9,12,8,0,9,45,50*,37,0
Cc1ccccc1-n1nnnc1SCC(=O)c1c(N)n(C)c(=O)n(C)c1=O,-3,-3,2,-5,-7,-4,-2,-2,11,6,-8
Cc1ccc(CNC(=O)CCC2CCCN(C(=O)c3ccc4c(c3)OCO4)C2)o1 (stereo unspecified),0,-8,0,-8,2,-2,11,0,-15,-9,-1
Nc1nc(CN2CCN(c3ccccc3F)CC2)nc(Nc2ccc3c(c2)OCCO3)n1,-9,12,-2,12,0,1,-7,-14,-30,17,8
COc1ccc(S(=O)(=O)N2CCC(NC(=O)c3cccnc3)CC2)cc1,-3,0,4,19,6,-6,5,-10,-6,6,8
COc1ccc(OC)c(/C=C/C(=O)N2CCN(S(=O)(=O)c3cc(C)ccc3C)CC2)c1,0,3,9,-4,4,-3,17,5,-8,8,5
CC(/C=N/NC(=O)Cn1cnc2c1c(=O)n(C)c(=O)n2C)=C\c1ccccc1,-10,-1,2,-8,-16,-2,5,-2,19,2,13
CC(C)(C)NC(=O)C(=O)NNC(=O)c1cccc(F)c1,1,4,0,-29,-29,-6,-29,-11,10,-26,-30
COCCn1c(SCc2nc3scc(-c4ccc(Cl)cc4)c3c(=O)[nH]2)nnc1-c1cccc(C)c1,-15,3,3,16,-49,21,-3,28,41,19,-5
[2H]C([2H])(CCOS(N)(=O)=O)c1ccccc1,12,-5,-21,0,7,2,-15,-14,16,-6,12
c1ccc2c(c1)-c1ccccc1C2N1CCOCC1,6,-2,-2,7,14,1,0,2,-6,-3,-8
CC(C)CC1C(=O)N(Cc2cn(CCC3OCCCO3)nn2)CCS(=O)(=O)N1Cc1ccc(-c2ccccc2)cc1 (stereo unspecified),-2,-1,-9,10,-4,-1,-3,-4,10,21,6
Nn1c(Cc2ccccc2F)nnc1SCC(=O)Nc1cccc(S(=O)(=O)NC2=NCCCCC2)c1,-1,2,-5,12,16,0,3,-10,3,8,7
CCOC(=O)c1ccc2c(c1)N(CC(=O)N1CCCCC1)C(=O)C(C)(C)O2,2,1,-1,-2,-13,1,16,-11,4,-2,-6
COc1ccc(/C=C2\CCC(C3CCCC3)C2=O)c(OC)c1OC (stereo unspecified),-3,-1,-7,20,-2,-1,9,-6,-56,10,2
c1ccc2c(c1)CC1(CCCC1)N=C2N1CCOCC1,-2,0,1,-17,-22,7,1,-3,8,10,5
Fc1cccc(CSc2nnc3ccc(-c4ccncc4)nn23)c1,-29,11,-5,33,26,0,8,21,-18,1,9
CC(CNS(=O)(=O)c1ccccc1)(c1ccccc1)N1CCOCC1 (stereo unspecified),7,-4,-7,3,6,6,6,-1,-7,7,-10

# An excerpt. The share of hits here may be higher or lower than overall.
